Bioassay records deposited in PubChem by several laboratories.
HTR5A ag: activates human HTR5A in OPRM1-OPRD1 agonist counter-screen | HTR5A agonist assay, luminescence, cell-based | activation, % at 9.3 µM | AID 504692 | 340,000 tested, 0.61% active; in the data active = activation mostly above about 9.5%, no sharp cut-off; inactive = mostly below about 7.6%;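 note: 0% = cells with vehicle only and 100% = reference agonist; strong numbers were not always called active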
Target sequence (P47898 whole entry, looked up): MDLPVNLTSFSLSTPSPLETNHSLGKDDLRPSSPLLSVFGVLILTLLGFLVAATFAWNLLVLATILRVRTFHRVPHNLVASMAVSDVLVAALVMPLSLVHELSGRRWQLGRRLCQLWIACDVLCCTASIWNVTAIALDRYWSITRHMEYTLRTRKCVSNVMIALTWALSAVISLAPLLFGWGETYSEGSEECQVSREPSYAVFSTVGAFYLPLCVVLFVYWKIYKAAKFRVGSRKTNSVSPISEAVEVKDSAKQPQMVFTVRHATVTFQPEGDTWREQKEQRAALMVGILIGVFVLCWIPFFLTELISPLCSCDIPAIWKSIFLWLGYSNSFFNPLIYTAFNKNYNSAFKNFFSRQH
dFosB act: enhances mouse delta FosB homodimer DNA binding. P13346. purified delta FosB, TAMRA-CDK5 oligo fluorescence polarization; percent of positive-control signal above neutral wells. activation, % at 25 µM. 340,000 tested, 0.99% active. AID 493131;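 active = mean activation above about 17%, with every replicate also reaching it, limit read from the data, passing the limit was not always enough; inconclusive = only one of the two conditions met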;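 note: fluorescence polarization rise as delta FosB binds a TAMRA Cdk5 AP-1 oligo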
Target sequence (P13346 whole entry, looked up): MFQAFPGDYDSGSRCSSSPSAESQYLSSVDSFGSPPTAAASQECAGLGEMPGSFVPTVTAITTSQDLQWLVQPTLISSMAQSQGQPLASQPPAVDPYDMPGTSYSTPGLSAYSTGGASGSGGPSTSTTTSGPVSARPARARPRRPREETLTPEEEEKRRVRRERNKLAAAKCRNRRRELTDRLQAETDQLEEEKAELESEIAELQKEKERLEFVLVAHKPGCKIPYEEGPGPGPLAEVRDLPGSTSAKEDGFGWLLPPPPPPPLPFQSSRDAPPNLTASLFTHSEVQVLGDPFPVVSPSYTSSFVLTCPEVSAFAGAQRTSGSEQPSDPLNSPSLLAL
PvdQ inh: blocks Pseudomonas aeruginosa PvdQ acylase activity; inhibition, % at 10 µM; 340,000 tested, 0.063% active; AID 488965; purified PvdQ acylase, fluorescence plate reader; in the data active = inhibition above about 30%, passing the limit was not always enough; inconclusive = no clear call, values can overlap the other calls;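 note: 0% = vehicle neutral wells and 100% = reference inhibitor wells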
CDK5 inh: CDK5/p35 (human) kinase inhibition; AID 488839; Recombinant CDK5/p35, ADP-Glo luminescence, 60 min; 330,000 tested, 0.01% active; inhibition, % at 10 µM;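 active = highest replicate inhibition of at least 50% and at least 75% of replicates reaching 50%; inconclusive = only one of the two criteria met; inactive = both criteria failed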;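 note: plate controls were DMSO neutral control for no effect and GW8510 at 10 µM for full effect; many of its hits are not listed in these tables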
cardiac RTF act: cardiac RTF calcium sensitization; AID 493008; IANBD-labeled TnC RTF fluorescence at EC20 calcium; 0% EC20 calcium, 100% full calcium; P19429+P45379; 340,000 tested, 0.24% active; activation, % at 7.2 µM;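 active = activation above the mean over all tested compounds plus 3 SD, cut at about 30% in these data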;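 note: rise in fluorescence read as greater calcium sensitivity of cardiac thin filaments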
MITF TRPM1 HTS: increases MITF-driven TRPM1 promoter luciferase signal. SK-MEL-5 TRPM1-promoter luciferase, 24 h; % of positive control, neutral wells = 0. activation, % at 12.5 µM. 300,000 tested, 0.75% active. AID 588334;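 active = mean activation of at least 80% with every replicate also reaching 80%; inconclusive = mean reaches 80% but some replicate falls short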;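 note: 0% = neutral control wells and 100% = parthenolide positive control wells; values of inactives mirror those of a sister screen read the other way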
SR-BI DiI-HDL act: activators of SR-BI mediated HDL lipid uptake. activation, % at 12.5 µM. AID 504775. CHO ldlA[mSR-BI] cells, DiI-HDL uptake fluorescence, 3 h; 100 = double the neutral-control signal. 320,000 tested, 0.096% active;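 active = mean replicate activation of at least 60% and every replicate at or above 60%; inconclusive = mean or all-replicate condition met, but not both; inactive = mean below 60% and not all replicates reaching 60%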;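 note: 0% = median plate neutral-control signal and 100% = twice that signal; values of inactives mirror those of a sister screen read the other way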
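Assay system: LDL receptor-deficient CHO ldlA cells overexpressing murine SR-BI / Medium: BSA-supplemented, HEPES-buffered Ham's F12, pH 7.4 / Probe or stimulus: DiI-labelled HDL at 10 µg/mL final / Timing: compound with DiI-HDL co-incubation, 3 h at 37 °C / Technique: bottom-read cell fluorescence after medium removal, ex 550/em 595 nm / Measure: HDL uptake via cellular fluorescence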
Wnt act: Wnt/beta-catenin pathway activation. Wnt/beta-catenin reporter cell assay, activator, plate reader. activation, % at 9.35 µM. 300,000 tested, 1.2% active. AID 743398; in the data active = activation above about 30%, passing the limit was not always enough; inconclusive = no clear call, values can overlap the other calls;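 note: 0% = neutral control wells and 100% = positive control wells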
SR-BI DiI inh: inhibitors of mouse SR-BI mediated HDL lipid uptake | Q61009 | ldlA[mSR-BI] CHO cells, DiI-HDL uptake fluorescence, 3 h | inhibition, % at 12.5 µM | 320,000 tested, 0.96% active;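 active = mean replicate inhibition of at least 70% and a set share of replicates each scoring 70 or more; inconclusive = meets just one of the two criteria; inactive = fails both criteria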;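 note: 0% = median of neutral control wells and 100% = median of positive control wells; values of inactives mirror those of a sister screen read the other way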
Rtt109 HAT inh: blocks Candida albicans Rtt109/Vps75 acetyltransferase activity; Q5AAJ8; purified Rtt109/Vps75, ThioGlo CoA-SH fluorescence, 4 h; 330,000 tested, 0.16% active; inhibition, % at 34.9 µM;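 active = inhibition of at least 50% in every replicate; inconclusive = best replicate reaches 50% inhibition but some replicates fall short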
Target sequence (Q5AAJ8 whole entry, looked up): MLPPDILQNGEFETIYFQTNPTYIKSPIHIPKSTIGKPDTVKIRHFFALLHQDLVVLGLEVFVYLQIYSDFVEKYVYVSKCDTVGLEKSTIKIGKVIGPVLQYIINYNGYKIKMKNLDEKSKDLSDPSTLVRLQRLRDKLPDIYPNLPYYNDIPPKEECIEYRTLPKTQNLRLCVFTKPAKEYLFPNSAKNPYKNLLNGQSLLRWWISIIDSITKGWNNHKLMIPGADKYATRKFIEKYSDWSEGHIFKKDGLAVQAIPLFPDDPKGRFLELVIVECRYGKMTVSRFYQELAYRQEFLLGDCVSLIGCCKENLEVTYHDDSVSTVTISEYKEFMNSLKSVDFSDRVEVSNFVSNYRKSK
Numbers without * were called inactive; ? = inconclusive; nt = no result given. The list is partial (hit frequency here may not be typical).

SMILES	HTR5A ag	dFosB act	PvdQ inh	CDK5 inh	cardiac RTF act	MITF TRPM1 HTS	SR-BI DiI-HDL act	Wnt act	SR-BI DiI inh	Rtt109 HAT inh
CCC(C#N)(CC)P(=S)(c1ccccc1)c1ccccc1	-3	-6	-7	-0.3	6	-4	63*	3	-63	3
CC1CCCC(NC(=O)COC(=O)Cc2ccccc2)C1C (stereo not drawn)	-3	-9	-6	-0.9	-2	5	18	-7	-18	0
O=C(CN1CC(c2ccccc2)CC1=O)Nc1cccc(F)c1 (stereo not drawn)	0	-2	2	2.5	4	4	9	-5	-9	-6
Cn1cc(C(=O)OCC(=O)N2CCCCC2)c2ccccc21	0	3	-15	0.1	-1	9	-12	50*	12	-15
CCCCCn1c(=O)c(C(=O)Nc2cccc(C)c2)c(O)c2ccccc21	2	-3	0	-5.4	-5	nt	-43	0	43	-3
CCCCCCCCn1sccc1=O	2	-11	0	-1.0	-6	-23	-8	1	8	-2
CCn1nc(/C=C/c2ccccc2)nc2c(=O)n(C)c(=O)nc1-2	nt	-10	-13	3.1	nt	-104	-9	-2	9	2
Cc1ccc(C2N3CCCN23)cc1 (stereo not drawn)	0	2	-14	0.2	12	-2	4	-2	-4	4
O=C(CCCc1ccccc1)NCCc1cnc[nH]1	5	-7	-4	0.0	-6	-3	4	0	-4	-3
COc1ccc(CN2CCCC(C(=O)c3ccc(Cl)cc3)C2)c(OC)c1 (stereo not drawn)	-4	-10	-9	2.0	3	8	-3	-2	3	3
COc1ccc(/C=C2\C(=N\O)C3CCN2CC3)cc1	5	-4	4	1.3	-4	5	6	nt	-6	9
CC1(C)N=C(c2ccccc2)[C@@H]2C(c3ccc([N+](=O)[O-])cc3)N21 (stereo partly drawn)	7	-2	-5	-0.5	1	-3	15	nt	-15	-3
CCC(=O)O[C@H]1CC[C@H]2[C@@H]3CCC4=CC(=O)CC[C@]4(C)[C@H]3CC[C@]12C	-1	-7	-11	-2.3	-4	-2	-13	7	13	5
Cc1cccc(CN2CCCC(C(=O)c3cccc(OC(C)C)c3)C2)n1 (stereo not drawn)	5	-4	-14	-3.2	-2	-9	4	-1	-4	nt
O=C1NC(=O)C(Cc2ccccc2)(Cc2ccccc2)C(=O)N1	4	-2	-12	-2.4	5	-7	-2	-1	2	3
CCC(=O)c1cn(Cc2ccccc2)c2ccccc12	0	-7	-5	-0.2	-2	0	-36	0	36	1
CC(=NCC1CCCO1)c1c(O)n(Cc2ccccc2)c(=O)[nH]c1=O (stereo not drawn)	1	0	-13	-0.3	-3	-5	17	-2	-17	-4
CCNC(=O)C1OC(n2cnc3c(N)ncnc32)C(O)C1O (stereo not drawn)	3	-6	-10	1.8	2	13	20	nt	-20	-7
O=P(CN1CCN(c2ccccc2)CC1)(N1CCCCC1)N1CCCCC1	1	-4	12	-1.2	-2	-12	16	nt	-16	12
CCc1nn(CC(=O)N2CCC3(CC2)OCCO3)c(=O)c2cccn12	0	0	1	-1.1	1	-1	0	-1	0	12
Cc1ccc(S(=O)(=O)NP(=O)(Oc2ccccc2)Oc2ccccc2)cc1	6	-7	-1	-1.7	1	-1	3	-2	-3	nt
O=C1NC(=O)N(c2ccc3c(c2)OCO3)C(=O)/C1=C/c1cccs1	3	1	-9	-0.3	3	-27	-11	nt	11	0
O=C1CN=C(c2ccccc2F)c2cc(Cl)ccc2N1	-1	-3	-21	-0.2	9	-6	-9	-1	9	-1
CCc1cccc(CC)c1NC(=S)N1CC2CC(C1)c1cccc(=O)n1C2 (stereo not drawn)	0	-9	7	0.3	1	-4	32	0	-32	-9
c1ccc(P(c2ccccn2)c2ccccn2)cc1	-2	-2	-11	-0.1	4	-4	nt	-1	nt	-3
Nc1c(C(=O)NCc2ccco2)c2nc3ccccc3nc2n1CCN1CCCCC1	-6	?	-5	-2.3	6	-8	-1	-15	1	nt
CC(=O)Nc1ccc(C(=O)C(Cc2ccccc2)N(C)C)cc1 (stereo not drawn)	0	-7	-22	-0.6	6	5	6	-2	-6	5
CC1(C)CCCN1CCC(C(N)=O)(c1ccccc1)c1ccccc1	0	7	-9	0.0	5	-8	20	-4	-20	8
Cc1ccc(CC(=O)N2CCN(C)CC2)cc1	3	0	5	-0.9	-6	6	0	1	0	-1
CN1C(=O)C(=Cc2cc([N+](=O)[O-])ccc2N2CCCCC2)C(=O)N(C)C1=O	3	-1	-2	-0.7	3	-11	-35	0	35	-3
Cc1onc(-c2c(Cl)cccc2Cl)c1C(=O)Nc1ccc2c(C(F)(F)F)cc(=O)oc2c1	0	-1	-6	-0.8	-6	nt	-4	-3	4	2
CN1CC(C(=O)c2ccc(Cl)cc2)C(c2ccccc2F)C1 (stereo not drawn)	-1	7	3	-0.3	0	-10	11	-2	-11	-8
CCCCn1c(=O)c(C(=O)NCc2ccccc2OC)c(O)c2ccccc21	0	-5	-2	6.1	-8	nt	-36	-4	36	9
O=C(CN1CCCCC1)Nc1ccc(Br)cc1C(=O)c1ccccc1Cl	0	-10	-15	0.2	10	nt	-1	nt	1	-12
COC(=O)C1=C(c2ccc(OC(F)(F)F)cc2)C[C@@H]2CC[C@H]1N2C(=O)NCCOc1ccc(OC)cc1	2	-15	-12	-0.5	5	-8	-50	-5	50	9
O=P(Nc1ccccc1)(Nc1ccccc1)Oc1ccc(Cl)cc1	-4	-8	-10	-0.5	10	8	24	-1	-24	0
Oc1ccc(Cl)c(Cl)c1	0	4	-3	0.1	9	-4	0	0	0	4
Cc1ccc(C2=NC(C)(C)N3C2C3c2ccc([N+](=O)[O-])cc2)cc1 (stereo not drawn)	-2	-2	12	-0.7	-2	6	8	2	-8	-7
COc1c(/C=C2/C(=O)NC(=O)N(C)C2=O)c(CCN(C)C(=O)c2ccccc2)cc2c1OCO2	10	-5	1	1.2	0	-2	7	-3	-7	9
COC(=O)C1=C(c2ccc(F)cc2OCc2ccccc2)C[C@@H]2CC[C@H]1N2C(=O)NCc1ccco1	0	-12	-5	0.0	-8	-16	-10	-1	10	-13

Two entries from above, with two lines to a compound.
Each structure is followed by: HTR5A ag	dFosB act	PvdQ inh	CDK5 inh	cardiac RTF act	MITF TRPM1 HTS	SR-BI DiI-HDL act	Wnt act	SR-BI DiI inh	Rtt109 HAT inh
Cc1ccc(S(=O)(=O)NP(=O)(Oc2ccccc2)Oc2ccccc2)cc1
 : 6	-7	-1	-1.7	1	-1	3	-2	-3	nt
O=C1NC(=O)N(c2ccc3c(c2)OCO3)C(=O)/C1=C/c1cccs1
 : 3	1	-9	-0.3	3	-27	-11	nt	11	0

Other structures
SMILES	HTR5A ag	dFosB act	PvdQ inh	CDK5 inh	cardiac RTF act	MITF TRPM1 HTS	SR-BI DiI-HDL act	Wnt act	SR-BI DiI inh	Rtt109 HAT inh
O=C1NC(=O)N(Cc2ccccc2)C(=O)/C1=C/N1CCCc2ccccc21	1	0	2	-1.2	2	-24	31	-13	-31	23
COC1=C(C)C(=O)C2=C(C1=O)C(CO)N1C(C#N)C3CC4C(C1C2N1CCOC41)N3C (stereo not drawn)	5	4	2	0.9	0	nt	-24	-24	24	7
Clc1cccc(C2NCCc3[nH]cnc32)c1 (stereo not drawn)	-2	-5	-13	0.1	0	3	-8	-3	8	-5
CC(C)=CCN1CC[C@@]2(C)c3cc(O)ccc3C[C@@H]1C2C (stereo partly drawn)	0	-8	-10	0.0	1	4	-26	0	26	3
Cc1cc(OC(=O)CCCNC(=O)OC(C)(C)C)c2c3c(c(=O)oc2c1)CCC3	-2	-15	-11	0.1	-1	nt	-15	nt	15	nt
O=C1NC(=S)NC(=O)C1=Cc1ccc(OCc2ccccc2)cc1	-2	4	-14	2.6	1	50	6	6	-6	-4
CN(C)CC1CSCCC1(O)c1ccc(Cl)cc1 (stereo not drawn)	0	-1	-16	-1.2	-5	-9	18	-5	-18	-13
CCOC(=O)c1[nH]c2ccc(OC)cc2c1C(SCC(=O)O)c1ccc(C(F)(F)F)cc1 (stereo not drawn)	-1	-3	-17	-3.0	-2	nt	16	1	-16	-2
COc1ccc(Cl)cc1NC1=NCC(C)S1 (stereo not drawn)	-1	1	1	-0.5	-3	nt	-19	nt	19	nt
COC(=O)C(O)(c1ccc(NC(=O)c2cccs2)c(C)c1)C(F)(F)F (stereo not drawn)	9	-2	-11	0.2	9	-7	-30	0	30	-7
CCCSc1nc(O)c(CC)c(=O)n1C(C)CC (stereo not drawn)	4	-4	-6	0.6	4	-1	-3	nt	3	-21
CC1CCCCN1CC(=O)c1ccc2cc[nH]c2c1 (stereo not drawn)	-1	-1	-8	-0.6	-1	-16	29	5	-29	-9
COc1ccc2c(c1)C13CCN(C)C(C2)C1CCC1(C3)OCCO1 (stereo not drawn)	0	-1	-2	-2.2	-3	-3	6	-2	-6	-3
COC(=O)c1ccc(N2C(=O)CC(N3CCC(n4c(=O)[nH]c5ccccc54)CC3)C2=O)cc1 (stereo not drawn)	nt	-7	7	-0.2	-2	-6	-22	nt	22	4
COC(=O)C1=C(c2ccc(OC(F)(F)F)cc2)C[C@@H]2CC[C@H]1N2C(=O)N1CCCC1	-1	0	4	-1.0	-1	-7	16	-4	-16	17
COc1ccc(-n2c(Cc3cccc([N+](=O)[O-])c3)nc3ccccc3c2=O)cc1	-2	-8	13	2.5	3	3	20	-6	-20	-3
C[N+]1(C)C2CC(OC(=O)[C@H](CO)c3ccccc3)CC1C1OC12 (stereo partly drawn)	5	-6	-10	-0.8	7	-3	1	-1	-1	0
O=C1C2C3CCC(O3)C2C(=O)N1CCO (stereo not drawn)	6	2	-22	4.3	-3	8	9	-1	-9	3
C[C@]12CC[C@H](O)C[C@@H]1CC[C@@H]1[C@@H]2CC[C@]2(C)C(=O)CC[C@@H]12	-2	1	-2	-3.5	7	15	10	0	-10	-6
CCOC(=O)C1(CCOc2ccccc2)CCN(C(C)CSC)CC1 (stereo not drawn)	3	-1	-15	-0.7	-5	-13	25	0	-25	-4
O=C(CN1CC(c2ccccc2)CC1=O)NCc1ccc(F)cc1 (stereo not drawn)	-5	-3	9	1.3	5	7	5	0	-5	-1
O=C(O)c1ccccc1N=Nc1c(O)[nH]c(=O)[nH]c1=O	2	3	-12	0.8	-1	-16	nt	-3	nt	7
CCCCCn1c(=O)c(C(=O)Nc2nc(CC(=O)OCC)cs2)c(O)c2ccccc21	-1	-14	-14	-0.5	7	-36	-30	-4	30	-3
O=c1c2ccccc2nc(-c2cccs2)n1-c1ccccc1	0	-7	-8	1.5	7	-2	-23	nt	23	1
O=c1[nH]c2ccccc2c(=O)n1-c1ccc(Cl)cc1Cl	6	-2	-20	1.7	12	-5	-21	-1	21	2
CC1([N+](=O)[O-])COP(=O)(Nc2ccc(Cl)cc2)OC1 (stereo not drawn)	1	5	-12	1.4	2	10	17	-24	-17	8
c1ccc(CC(NCc2ccco2)c2ccccc2)cc1 (stereo not drawn)	3	0	5	-1.2	7	3	9	-2	-9	10
